# PMK inhibit – S. pneumoniae PMK inhibition; AID 539; actives 0.49% (n = 65,000); inhibition, % at 10 µM; purified PMK, PK/LDH-coupled NADH absorbance 340 nm;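 active = top-ranked compounds by inhibition in the single 10 µM screen, taking a fixed number of the strongest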;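 note: 0% = full reaction with DMSO carrier and 100% = background rate without enzyme reaction; no value below 0 was filed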
# HT1080 viability – cytotoxicity in HT1080 fibrosarcoma cells, cell-based, fluorescence readout (AID 620). one-dose cytotoxicity, % at 10 µM; EC50 in µM for titrated hits. actives 0.42% (n = 87,000). HT1080 viability, fluorescence; higher % means a stronger effect;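 note: cells exposed to compound overnight then 4 h with Alamar Blue; 0% = vehicle DMSO and 100% = killing control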
# TNAP inhibition – human TNAP enzyme inhibitors, biochemical, luminescent (AID 518); actives 0.09% (n = 64,000); inhibition, % at 20 µM, or IC50 in µM where a hit was titrated; purified TNAP enzyme, luminescent substrate readout; higher % means a stronger effect; in the data active = a potency from the dose series; inactive = the rest, 99 in 100 with inhibition below about 22%;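 note: plate controls were vehicle for no effect and reference inhibitor for full effect; many of its hits are not listed in these tables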
# LYP phosphatase – inhibition of human PTPN22 tyrosine phosphatase – biochemical, DiFMUP fluorescence, recombinant catalytic domain, 10 µM, primary screen (AID 606); recombinant LYP catalytic domain, DiFMUP fluorescence; higher % means a stronger effect; one-dose inhibition, % at 10 µM; IC50 in µM for titrated hits; 52,000 tested, under 10 active;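 active = IC50 under 40 µM in the dose-response test; inactive = IC50 of 40 µM or more, or never dose-tested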
# KRASV12 cytotoxicity – viability loss of HPDE-C7K cells – cell-based, fluorescence, HTS, primary screen (AID 431); actives 1.7% (n = 63,000); HPDE-C7K KRASV12 cells, Alamar Blue viability, 48 h; higher % means a stronger effect; one-dose cytotoxicity, % at 10 µM; EC50 in µM for titrated hits;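 active = compounds whose percent cytotoxicity in the single-dose primary screen, scaled between solvent and toxic-drug controls, exceeds 50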;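 note: 0% = DMSO solvent wells and 100% = doxorubicin-treated wells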
# Bfl-1 inhibitors – displacement of Bid BH3 peptide from Bfl-1 – biochemical, fluorescence polarization, FITC-Bid, mouse, primary screen (AID 432); FITC-Bid BH3 peptide fluorescence polarization displacement; higher % means a stronger effect; displacement, % at 20 µM; hits with a dose series show IC50 in µM; actives 0.02% (n = 64,000); in the data active = a potency from the dose series; inactive = the rest, 99 in 100 with displacement below about 15%; note: strong numbers were not always called active
# MK inhibit – S. pneumoniae mevalonate kinase inhibition; AID 555; actives 0.48% (n = 65,000); purified MK, PK/LDH-coupled NADH absorbance 340 nm; inhibition, % at 10 µM;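 active = ranked among the strongest by inhibition in the single 10 µM screen, a fixed top-ranked set picked for dose follow-up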; note: no value below 0 was filed
# Spn DPM-DC inh – blocks S. pneumoniae diphosphomevalonate decarboxylase. purified DPM-DC, PK/LDH coupled NADH fluorescence. calls only at 10 µM. actives 0.49% (n = 65,000);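 active = the 320 compounds with the highest percent inhibition in the single-dose primary screen, excluding strongly autofluorescent ones, cut at about 32% in these data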;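 note: kinetic rate of NADH fluorescence loss reporting ADP formed by the decarboxylase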
# HPDE-C7 cytotoxicity – cytotoxicity in HPDE-C7 cells, cell-based, fluorescence, HTS (AID 430); HPDE-C7 pancreatic duct cells viability, fluorescence; higher % means a stronger effect; one-dose cytotoxicity, % at 10 µM; EC50 in µM for titrated hits; actives 1.8% (n = 63,000);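 note: cells exposed to compound for 48 hours before viability readout; 0% = vehicle and 100% = reference cytotoxic drug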
# PMK inhibit pilot replicates – further read-out of PMK inhibit, marked with its call; inhibition, %; measured here: pilot screen replicates
# MK inhibit pilot replicates – further read-out of MK inhibit, marked with its call; inhibition, %; measured here: pilot screen replicates
# Spn DPM-DC inh pilot screen % – second read-out of Spn DPM-DC inh, no call of its own (marks repeat the call); inhibition, %; measured here: pilot screen trials
# An asterisk follows results filed as active; i = inactive; / = not tested or not shown. Cut-off read from the data, not from the text of the source, unless noted: active = cytotoxicity above about 50%; inactive = the rest.
# Start of the data: the first 4 records (preview)
SMILES,PMK inhibit,HT1080 viability,TNAP inhibition,LYP phosphatase,KRASV12 cytotoxicity,Bfl-1 inhibitors,MK inhibit,Spn DPM-DC inh,HPDE-C7 cytotoxicity,others
CCCC(=O)Nc1cc(-c2nn(C)c(=O)c3ccccc23)ccc1OC,0,11%,16%,5%,8%,-10%,2,i,0%,
Cc1n[nH]c(=O)nc1NCc1ccccc1,18,1%,0%,-1%,-17%,0%,7,i,-20%,
COCC(=O)Nc1c(C(=O)Nc2cccc(OC)c2)oc2ccccc12,8,5%,13%,7%,-5%,1%,7,i,-1%,
CC(C)(C)OC(=O)NCCCCCc1nnc(SCC(N)=O)o1,12,15%,5%,/,-9%,-6%,4,i,-11%,

# The listing, from the start:
SMILES,PMK inhibit,HT1080 viability,TNAP inhibition,LYP phosphatase,KRASV12 cytotoxicity,Bfl-1 inhibitors,MK inhibit,Spn DPM-DC inh,HPDE-C7 cytotoxicity,others
CCCC(=O)Nc1cc(-c2nn(C)c(=O)c3ccccc23)ccc1OC,0,11%,16%,5%,8%,-10%,2,i,0%,
Cc1n[nH]c(=O)nc1NCc1ccccc1,18,1%,0%,-1%,-17%,0%,7,i,-20%,
COCC(=O)Nc1c(C(=O)Nc2cccc(OC)c2)oc2ccccc12,8,5%,13%,7%,-5%,1%,7,i,-1%,
CC(C)(C)OC(=O)NCCCCCc1nnc(SCC(N)=O)o1,12,15%,5%,/,-9%,-6%,4,i,-11%,
Cc1cc(O)cc(=O)n1Cc1ccco1,18,/,15%,2%,-8%,-10%,9,i,-18%,
COC(=O)c1ccc(NC(=O)c2ccc(CN3CCOCC3)cc2)cc1,11,-2%,11%,5%,/,-8%,11,i,/,
O=C(O)CCCNS(=O)(=O)c1ccc(Br)s1,3,1%,-2%,/,-13%,2%,9,i,-2%,
COc1ccc(C)cc1S(=O)(=O)NC1CCCC1,2,1%,5%,-14%,8%,-1%,15,i,8%,
COc1ccccc1-c1nc(-c2ccncc2)no1,7,-8%,11%,3%,13%,2%,11,i,2%,
O=C(NCc1ccco1)N1c2ccccc2Sc2ccccc21,12,/,6%,11%,8%,-2%,6,i,5%,
COCCNC(=O)CN1C(=O)CSc2cc(S(=O)(=O)N3CCCCCC3)ccc21,1,7%,2%,/,12%,-9%,8,i,-3%,
COc1ccc(CNS(=O)(=O)c2ccc3oc(C(=O)O)c(C)c3c2)cc1,20,-15%,4%,7%,-11%,0%,1,i,-15%,PMK inhibit pilot replicates=0.0;MK inhibit pilot replicates=0.0;Spn DPM-DC inh pilot screen %=0.0
COc1ccc2c(c1)Cc1sc(NC(=O)c3cccs3)nc1-2,1,-4%,7%,10%,-7%,6%,4,i,-8%,
CCOc1ccc(NC(=O)Nc2cc(C)on2)cc1,0,8%,5%,-3%,-6%,4%,0,i,-8%,
Cn1cnnc1SCc1ccc(C(=O)n2ncc(C#N)c2N)cc1,7,2%,4%,3%,-4%,-6%,0,i,4%,
O=S1(=O)CC(O)C(NCc2cccnc2)C1 (stereo not given),7,-16%,1%,/,-14%,1%,9,i,-3%,
Cc1ccc(S(=O)(=O)N(CCC#N)CCN2CCCC2)cc1,0,7%,5%,/,1%,-9%,1,i,-5%,
COc1ccc(C(=O)n2nc(C)cc2C)cc1Br,8,/,5%,2%,-9%,-2%,7,i,-13%,
O=C(CN1CCOCC1)Nc1c(-c2ccccc2)c2cc(Br)ccc2[nH]c1=O,0,-1%,/,6%,/,/,1,i,/,
COC(=O)c1ccc2c(c1)SC1=C(CCCC1=O)N2,2,0%,13%,-29%,-3%,9%,7,i,-3%,
O=C(NCC(=O)N(c1ccccc1)C(C(=O)NC1CCCCC1)c1ccncc1)c1ccco1 (stereo not given),16,-6%,19%,0%,9%,-5%,6,i,4%,
CCOCC(=O)Nc1nc2ccc(OC)cc2s1,2,0%,3%,2%,14%,-7%,5,i,3%,PMK inhibit pilot replicates=0.0;MK inhibit pilot replicates=2.5;Spn DPM-DC inh pilot screen %=3.0
COc1ccc2c(c1)c1nnc(SCC(=O)N3CCCCC3C)nc1n2C (stereo not given),15,2%,9%,/,0%,4%,0,i,2%,
N=c1ccn(Cc2ccc(Cl)c(Cl)c2)cc1,2,-8%,18%,-12%,34%,-4%,5,i,37%,
Cc1nnc(C)n1/N=C/c1cccs1,0,-8%,9%,-2%,-15%,3%,4,i,-11%,
N#Cc1c(NC(=O)CSc2nnnn2C2CCCCC2)sc2c1CCCC2,2,2%,8%,-5%,-26%,1%,0,i,-4%,
O=C(COc1ccc(Cl)cc1)Nc1nnc(-c2ccc3c(c2)CCCC3)o1,0,-1%,9%,/,16%,-2%,0,i,32%,
CCC(=O)c1cc2c(cc1NC(=O)c1cccs1)OCCO2,13,3%,8%,10%,17%,-2%,12,i,4%,
COC(=O)c1ccc(CSc2nc3c(c(=O)n2-c2ccc(Br)cc2)SCC3)o1,5,/,/,11%,/,/,8,i,/,
O=C(NC1CCCCC1)c1cccc(S(=O)(=O)N2CCOCC2)c1,0,/,12%,-2%,-14%,0%,3,i,-7%,
COc1ccccc1-n1cnc(N)c1C(C)=O,11,-4%,6%,-3%,1%,0%,7,i,6%,PMK inhibit pilot replicates=0.0;MK inhibit pilot replicates=1.5;Spn DPM-DC inh pilot screen %=0.0
CCn1c(=O)c(C(C)=O)nc2ccccc21,6,-9%,6%,/,-8%,-3%,6,i,-5%,
Cc1c(NC(=O)Nc2ccc(Cl)cc2)c(=O)n(-c2ccccc2)n1C,0,1%,8%,-23%,-17%,5%,10,i,-20%,
COC(=O)C1=C(C)N(C)C(C)=C(C(=O)OC)C1c1ccccn1,0,8%,4%,7%,-7%,4%,0,i,2%,
Oc1ccc(Br)cc1CNn1cnnc1,0,10%,5%,3%,-11%,-4%,2,i,-16%,
COCc1[nH]nc2c1C(c1ccsc1)C(C#N)=C(N)O2 (stereo not given),10,5%,5%,16%,-10%,-7%,5,i,-8%,
COC(=O)Cn1c(=NC(=O)CSCC(=O)NC2CCCCC2)sc2cc(OC)ccc21,5,-5%,6%,/,0%,-11%,7,/,-1%,
O=C(c1ccccc1)N1CCN(C2CC(=O)N(CCc3ccccc3)C2=O)CC1 (stereo not given),0,1%,2%,12%,-1%,-7%,4,i,-9%,
CCOC(=O)c1oc2ccccc2c1NC(=O)COC,5,-20%,17%,-6%,-4%,-1%,2,i,-7%,PMK inhibit pilot replicates=1.0;MK inhibit pilot replicates=0.0;Spn DPM-DC inh pilot screen %=1.0
c1ccc(-c2cc(N3CCOCC3)nc(-c3ccccc3)n2)cc1,15,11%,13%,-12%,-6%,-2%,12,i,-10%,
O=C(CSc1nnc(C2COc3ccccc3O2)o1)N1CCCCC1 (stereo not given),13,-1%,8%,/,0%,-3%,11,i,-9%,
Cc1cccc2cc(C(c3nnnn3C3CCCC3)N3CCOCC3)c(=O)[nH]c12 (stereo not given),15,-21%,7%,14%,9%,-1%,8,i,9%,
CCc1sc(C(=O)NC2CCN(C)CC2)cc1Br,0,8%,10%,13%,6%,-4%,7,i,0%,
Cc1c(C)c2cc(Cl)c(OCc3nn[nH]n3)cc2oc1=O,9,-7%,3%,/,-12%,-2%,5,/,0%,
Cc1cccc(-n2c(SCC(=O)Nc3nonc3C)nnc2-c2ccoc2C)c1,5,16%,6%,/,-14%,2%,6,i,-16%,
CC(=O)c1cc2c(cc1NC(=O)CN1CCN(c3cccc(C(F)(F)F)c3)CC1)OCO2,0,6%,8%,5%,10%,4%,15,i,8%,
CCOc1ccccc1NC(=O)CSc1nnc(-c2cnccn2)n1CC,2,47%,4%,12%,9%,-3%,5,i,5%,
COc1cc(C2C(C(=O)c3ccc(C)o3)=C(O)C(=O)N2c2cc(C)on2)ccc1O (stereo not given),1,8%,13%,14%,6%,-2%,0,i,-1%,
CCOC(=O)C(C(=O)OCC)[C@@H]1CS(=O)(=O)C[C@H]1C(C(=O)OCC)C(=O)OCC,10,8%,1%,/,-8%,-4%,11,i,6%,
CCCc1cc(C(N)=O)c(NC(=O)c2cc(C)on2)s1,6,-1%,0%,6%,-7%,0%,4,i,-9%,
CCCCOc1ccc(C(=O)CCN2CCCCC2)cc1,8,14%,9%,/,39%,1%,1,i,27%,PMK inhibit pilot replicates=3.5;MK inhibit pilot replicates=0.0;Spn DPM-DC inh pilot screen %=1.0
CC1CC(C)CN(C(=O)CSc2nnc(-c3ccc(F)cc3)o2)C1 (stereo not given),17,-11%,3%,4%,-9%,4%,10,i,-9%,
Cc1noc(NS(=O)(=O)c2ccc(NC(=O)CSc3ncccn3)cc2)c1C,0,1%,12%,12%,0%,-3%,6,i,-1%,
CC1CC(C)CN(c2ncnc3c2cnn3Cc2ccc(Cl)cc2)C1 (stereo not given),11,-21%,10%,0%,-5%,5%,7,i,-7%,
Cc1cc(C(=O)OCC(=O)Nc2cc(C)on2)c2ccccc2n1,0,6%,13%,3%,-6%,-6%,0,i,10%,
CN1CCN(C(=O)c2sc(=S)n(-c3ccccc3)c2N)CC1,0,-2%,5%,-1%,-9%,-4%,8,i,-14%,
CCOc1ccc(CCNC(=O)C2CCN(C(=O)N(C)C)CC2)cc1OCC,16,0%,13%,/,-5%,-5%,0,i,-14%,
CSc1nc(C)c2c(n1)OC(CN1C(=O)c3ccccc3C1=O)C2 (stereo not given),4,1%,9%,14%,2%,3%,5,i,1%,
COc1ccc(C(=O)N2CCN(c3ccc(C)cc3C)CC2)cc1OC,15,/,9%,-10%,-4%,2%,10,i,-10%,
OC(COCc1cccs1)CN1CCCCCC1 (stereo not given),0,6%,4%,5%,-14%,1%,0,i,-2%,
# (next part)
SMILES,PMK inhibit,HT1080 viability,TNAP inhibition,LYP phosphatase,KRASV12 cytotoxicity,Bfl-1 inhibitors,MK inhibit,Spn DPM-DC inh,HPDE-C7 cytotoxicity,others
CC(C)CCNC(=O)C(c1cccs1)N(CC1CCCO1)C(=O)Cn1nnc2ccccc21 (stereo not given),9,-2%,19%,4%,0%,-4%,8,i,-8%,PMK inhibit pilot replicates=3.5;MK inhibit pilot replicates=0.5;Spn DPM-DC inh pilot screen %=4.0
COc1ccc(C2=CC(c3ccc(OC)c(OC)c3)n3nnnc3N2)c(OC)c1 (stereo not given),6,9%,12%,25%,4%,-6%,17,i,15%,
COc1cc2c(cc1OC)C(c1cccs1)CC(=O)N2 (stereo not given),18,-1%,6%,/,-4%,1%,0,i,-11%,
CCCc1cc(=O)[nH]c(SCC(=O)c2c(N)n(C)c(=O)n(C)c2=O)n1,7,0%,9%,/,-3%,-4%,10,i,-1%,
Cc1ncoc1C(=O)Nc1cccc(Cl)c1C,12,-8%,21%,5%,-7%,-6%,5,i,-30%,PMK inhibit pilot replicates=0.0;MK inhibit pilot replicates=4.0;Spn DPM-DC inh pilot screen %=4.0
O=C(c1c[nH]c2ccc(S(=O)(=O)N3CCC4(CC3)OCCO4)cc2c1=O)N1CCOCC1,18,0%,11%,4%,-1%,0%,0,/,-11%,
Cc1ccc(CNC(=O)CCCNS(=O)(=O)c2cccc3nonc23)cc1,0,11%,7%,-2%,-5%,2%,10,i,-4%,

# Screening results deposited in PubChem BioAssay by several laboratories.
